# PP1 counter: counter-screen for PP5 inhibitors: inhibitors of human PP1-alpha; P62136; purified PP1alpha, OMFP fluorescence; inhibition, % at 6.7 µM; 0.9% of 320,000 active; AID 2235;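 active = inhibition above the mean inhibition of all tested compounds plus 3 SD, computed separately for each screening campaign, cut at about 15% in these data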
# core dimer inh: HCV core protein dimerization inhibition. TR-FRET GST/Flag-core106 dimerization, 1536-well. inhibition, % at 5 µM. 0.33% of 300,000 active. AID 1899;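 active = inhibition above the mean of all tested compounds plus 3 SD, set per screening campaign, cut at about 45% in these data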
#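 Test system: GST/Flag-tagged HCV core106 proteins; Medium: KF-containing HEPES buffer, pH 7.45, DTT, CHAPS, BSA; Times: compound-protein-antibody incubation 4 h at 22.5 °C; Detection: TR-FRET 671 and 617 nm emission; Benchmarks: wells lacking GST-core106 and wells with excess unlabelled core106.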
# proCasp3 act: activators of human procaspase-3 | activation, % at 8.5 µM | 0.11% of 330,000 active | AID 463141 | recombinant procaspase-3 D3A, Ac-DEVD-pNA absorbance 405 nm;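 active = activation above the mean of all tested compounds plus 3 SD, cut at about 21% in these data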;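 also: 0% = DMSO alone and 100% = DMSO wells spiked with extra 5 µM PC-3 D3A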
# Target sequence (P42574 whole entry D9A/D28A/D175A): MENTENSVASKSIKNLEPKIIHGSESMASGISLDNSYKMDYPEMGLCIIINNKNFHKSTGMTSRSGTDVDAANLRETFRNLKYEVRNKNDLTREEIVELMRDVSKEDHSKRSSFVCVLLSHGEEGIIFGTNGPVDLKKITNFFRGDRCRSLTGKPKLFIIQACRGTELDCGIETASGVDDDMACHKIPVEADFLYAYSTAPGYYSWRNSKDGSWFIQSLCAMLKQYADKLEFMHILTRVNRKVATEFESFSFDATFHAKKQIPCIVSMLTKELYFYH
#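 Test system: Procaspase-3 D3A mutant, all three cleavage aspartates alanine | Dosing: Single dose, 8.5 µM nominal compound, 0.8% DMSO | Schedule: 1 h preincubation, 2 h reaction | Technique: 405 nm absorbance of p-nitroaniline, reads at 0 and 120 min | Repeats: One well per compound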
# CTSL1 counter: blocks F. hepatica cathepsin L1 in PFM18AAP counter-screen | recombinant F. hepatica cathepsin L1, Z-Leu-Arg-MCA fluorescence | 0.49% of 300,000 active | inhibition, % at 5.96 µM;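 active = inhibition above the mean of all tested compounds plus 3 SD, set per screening campaign, cut at about 17% in these data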;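 also: 0% = plate median of test compound wells and 100% = 1 µM Z-Phe-Ala-diazomethylketone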
# AHR act: human AHR activation; AHR-responsive luciferase reporter cells, luminescence; AID 2796; activation, % at 5 µM; 2.5% of 320,000 active; P35869; in the data active = activation above about 47%;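 also: 0% = vehicle wells and 100% = reference agonist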
# Target sequence (P35869 whole entry, looked up): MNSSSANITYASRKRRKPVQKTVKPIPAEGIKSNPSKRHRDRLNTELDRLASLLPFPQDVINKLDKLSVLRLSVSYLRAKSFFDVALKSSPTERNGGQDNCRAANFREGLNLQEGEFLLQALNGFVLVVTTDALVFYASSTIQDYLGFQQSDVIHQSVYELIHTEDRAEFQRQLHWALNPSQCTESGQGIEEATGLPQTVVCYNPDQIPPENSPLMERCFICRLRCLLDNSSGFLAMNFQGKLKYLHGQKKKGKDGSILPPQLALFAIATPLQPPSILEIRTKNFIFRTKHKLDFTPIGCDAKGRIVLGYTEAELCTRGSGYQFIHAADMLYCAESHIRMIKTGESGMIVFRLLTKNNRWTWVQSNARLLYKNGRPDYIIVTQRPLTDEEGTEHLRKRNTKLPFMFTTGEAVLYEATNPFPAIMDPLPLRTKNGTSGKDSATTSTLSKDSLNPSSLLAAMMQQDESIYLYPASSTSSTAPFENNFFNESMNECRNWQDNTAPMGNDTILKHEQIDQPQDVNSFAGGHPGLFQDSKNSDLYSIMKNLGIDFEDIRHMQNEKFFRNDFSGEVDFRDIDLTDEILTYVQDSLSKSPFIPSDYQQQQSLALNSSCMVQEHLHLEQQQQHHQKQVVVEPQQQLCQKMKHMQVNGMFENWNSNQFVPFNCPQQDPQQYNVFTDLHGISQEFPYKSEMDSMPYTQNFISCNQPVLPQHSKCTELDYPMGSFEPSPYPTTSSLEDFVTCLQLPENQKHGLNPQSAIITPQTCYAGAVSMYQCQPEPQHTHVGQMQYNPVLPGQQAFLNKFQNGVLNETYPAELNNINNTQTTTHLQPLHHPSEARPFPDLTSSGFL
# TPT1 inh: C. albicans TPT1 enzyme inhibition; recombinant caTPT1, FP RNA substrate dephosphorylation; inhibition, % at 5 µM; 0.81% of 300,000 active;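 active = inhibition above the mean of all tested compounds plus 3 SD, set per screening campaign, cut at about 24% in these data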;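 also: plate controls were DMSO alone for no effect and ferristatin control at 100 nM for full effect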
# PAFAH2 inh: PAFAH2 (human) inhibition; recombinant PAFAH2, FP-rhodamine activity probe, fluorescence polarization; Q99487; 0.99% of 340,000 active; inhibition, % at 3.39 µM; AID 492956;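 active = inhibition above the mean over all tested compounds plus 3 SD, cut at about 30% in these data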;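 also: inhibitors block probe labeling of enzyme so polarization drops; 0% = enzyme with DMSO and 100% = wells lacking PAFAH2 protein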
# procasp7 counter: counter-screen: procaspase-7 (human) activation; P55210; recombinant procaspase-7, Ac-DEVD-pNA absorbance 405 nm; D23A/D198A/D206A triple mutant, cannot self-cleave; scale: DMSO 0, 5 µM enzyme 100; activation, % at 8.5 µM; 0.093% of 330,000 active;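 active = percent activation above the screen-wide mean plus 3 SD, cut at about 25% in these data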
#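 Replicates: singlicate. Assay system: Procaspase-7 triple mutant (PC-7 D3A). Signal: 405 nm absorbance of p-nitroaniline. Times: 1 h preincubation, 2 h reaction. Buffer or medium: Zinc-free HEPES pH 7.4 with 300 mM NaCl, 0.01% Triton X-100. Also added: DEVD-pNA substrate. Benchmarks: DMSO wells as 0%, DMSO with 5 µM added PC-7 as 100%.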
# PP5 inh: blocks human protein phosphatase 5 activity. P53041. purified PP5c, OMFP substrate fluorescence. inhibition, % at 6.7 µM. 0.18% of 320,000 active;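 active = inhibition above the campaign's mean inhibition across all tested compounds plus 3 SD, cut at about 9.5% in these data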;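 also: 0% = DMSO only and 100% = 100 µM cantharidin control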
# Numbers without * were called inactive; / = not tested or not shown; & = joins results of further samples. Rows are unselected; any-hit rate near 5.6%.
# The opening 4 entries as a preview:
canonical_smiles,proCasp3 act,PP1 counter,CTSL1 counter,PAFAH2 inh,procasp7 counter,TPT1 inh,AHR act,PP5 inh,core dimer inh
CCOc1ccc2oc(C(=O)Nc3ccc(N4CCOCC4)cc3)c(C)c2c1,-12,6,2,-1,7,0,-7,0.7,34
CC1CCCCN1S(=O)(=O)c1ccc(S(=O)(=O)N2CCN(c3ccc(F)cc3)CC2)cc1 (stereo unspecified),-2,1,6,6,3,1,1,1.1,8
CCOc1ccc(-c2nc(C)sc2CC(=O)O)cc1,-2,-3,-2,-7,4,1,0,3.0,-2
O=C(c1ccc2c3c(cccc13)CC2)C1CCCN(C(=O)c2cccnc2)C1 (stereo unspecified),-3,-11,-1,2,-4,1,33,-0.2,3

# The listing, repeating the preview:
canonical_smiles,proCasp3 act,PP1 counter,CTSL1 counter,PAFAH2 inh,procasp7 counter,TPT1 inh,AHR act,PP5 inh,core dimer inh
CCOc1ccc2oc(C(=O)Nc3ccc(N4CCOCC4)cc3)c(C)c2c1,-12,6,2,-1,7,0,-7,0.7,34
CC1CCCCN1S(=O)(=O)c1ccc(S(=O)(=O)N2CCN(c3ccc(F)cc3)CC2)cc1 (stereo unspecified),-2,1,6,6,3,1,1,1.1,8
CCOc1ccc(-c2nc(C)sc2CC(=O)O)cc1,-2,-3,-2,-7,4,1,0,3.0,-2
O=C(c1ccc2c3c(cccc13)CC2)C1CCCN(C(=O)c2cccnc2)C1 (stereo unspecified),-3,-11,-1,2,-4,1,33,-0.2,3
CCOc1cc(C2NN=C(c3ccccc3)S2)ccc1OCc1ccc(F)cc1 (stereo unspecified),-2,-5,-1,1,3,-4,15,2.7,-2
COc1cc(CNCCO)cc(Br)c1OCc1cccs1,1,0,0,4,0,-3,1,1.9,-2
CC(=O)Nc1ccc(SC[C@H](Cc2ccccc2)N2CC[C@@H](C)CCC2=O)cc1,2,2,/,2,-1,/,-1,0.8,/
Cc1nn(C)c(C(=O)N2CCc3ccccc32)c1Cl,3,0,-2,-2,3,-3,20,0.4,-4
CC1CC(C)CN(c2ncnc3c2cnn3C)C1 (stereo unspecified),2,1,-1,3,7,2,7,0.3,-2
O=C(NCCCn1ccnc1)C(=O)NCC1OCCN1S(=O)(=O)c1cc(F)ccc1F (stereo unspecified),7,1,1,-5,1,0,1,-2.6,-2
CCCC(C)C(=O)N(Cc1ccccc1)c1ccccn1 (stereo unspecified),-1,1,-2,6,1,-4,3,2.6,-2
O=C(CSc1ncn[nH]1)N1N=C2/C(=C/c3ccco3)CCCC2C1c1ccco1 (stereo unspecified),-1,0,5,3,1,5,6,2.9,2
CN(C)c1ccc(NC(=O)CSc2nc(N)c(C(=O)Nc3ccc(N(C)C)cc3)s2)cc1,4,3,4,3,-7,2,43,3.0,23
Cn1nnnc1Sc1ncnc2scc(-c3ccsc3)c12,2,/,/,4,10,/,6,/,/
CC(C)C[C@@H](C(=O)NC1CC1)N1C(=O)N2CCc3c([nH]c4ccccc34)[C@@]2(C)C1=O,6,-5,-4,-4,4,1,10,5.9,-3
CN(C(=O)COC(=O)COc1ccc(Cl)cc1)C1CCCCC1,-5,5,-13,6,6,-2,1,1.7,-4
COc1ccc(S(=O)(=O)Cc2ccccc2)cc1N,-7,-3,-1,-8,0,-4,-3,0.6,1
CN(C)Cc1nc2ccccc2c(=O)n1Cc1nc(-c2cccc([N+](=O)[O-])c2)cs1,2,1,2,0,-10,-2,9,2.1,-1
CCc1ccccc1S(=O)(=O)Cc1ccc(C(=O)NC(C)C)o1,0,-3,4,2,6,-6,-2,1.4,-1
CCC(C)(C)NC(=O)C(c1ccco1)N(C(=O)CNC(=O)c1cccs1)c1cccnc1 (stereo unspecified),7,-4,2,-8,-5,3,1,-0.8,1

# (list continues)
canonical_smiles,proCasp3 act,PP1 counter,CTSL1 counter,PAFAH2 inh,procasp7 counter,TPT1 inh,AHR act,PP5 inh,core dimer inh
CCCCN(C(C)=O)c1ccc(S(=O)(=O)NC2=NCCCCC2)cc1NC(C)=O,-6,/,/,4,-1,/,1,/,/
CCOC(=O)N1CCC(NC(=O)c2cnc3n(c2=O)CCS3)CC1,-2,-2,1,10,-9,-1,-2,2.6,2
CCN(CC)S(=O)(=O)c1ccc(C)c(NC(=S)NC2CCCCC2)c1,-4,7,4,5,3,11,2,2.5,4
CCOC(=O)c1sc(=NC(=O)c2ccc(OC(C)C)cc2)n(C)c1C,2,-6,-4,4,8,4,-5,-2.2,1
CCOc1ccc(NC(=O)CN2CCN(CC(=O)Nc3ccc(F)c(F)c3)CC2)cc1,3,-2,3,-8,4,-5,1,-2.1,0
COc1ccc(-c2c([C@H]3[C@H]4C=CC[C@@H](C)[C@@H]4C(=O)N3Cc3ccccc3)ccc3ccccc23)cc1,1,11,-5,-3,-7,-1,8,3.2,3
Cc1ccc(S(=O)(=O)N2CCC(C(=O)N3CCC3)CC2)cc1,7,-2,-1,-4,11,1,11,-0.7,-6
CN(Cc1ccccc1)c1nc2c(c(=O)[nH]c(=O)n2C)n1CCSc1nc2ccccc2[nH]1,-1,-2,0,-6,6,-2,4,0.4,-2
CCN(CC)C(=O)C[n+]1ccc(C(N)=O)cc1,8,-3,-4,1,4,4,1,-1.5,-8
COc1ccc(N2C(=O)[C@@H]3[C@H](C2=O)[C@H]2c4ccccc4C=CN2[C@@H]3C(C)=O)cc1,-5,4,11,-5,-7,-3,51*,1.6,-5
COC(=O)c1c(NC(=O)CC2Nc3ccccc3NC2=O)sc(C)c1C (stereo unspecified),-14,-5,4,9,-8,14,15,0.7,-7
COCCCN1C(=O)C(O)=C(C(=O)c2ccco2)C1c1ccc(Br)cc1 (stereo unspecified),3,8,2,-2,-3,-2,-2,-0.8,6
O=C(Cc1cccs1)NCc1cccc(CNC(=O)Cc2cccs2)c1,0,2,1,-1,0,-2,-1,3.5,-6
COc1ccccc1N=C1SC(C(=O)Nc2cccc(Cl)c2Cl)C(N)=C1C(N)=O (stereo unspecified),-17,-1,1,0,-11,-1,15,2.1,-11
CCCCn1c(N)c(N(CCOC)C(=O)CSCc2c(C)noc2C)c(=O)[nH]c1=O,-6,-4,1,-2,10,2,-2,1.2,0
COC(=O)C1C(c2ccc(OC)cc2)NC(=O)NC1(O)C(F)(F)Cl (stereo unspecified),-4,0,0,2,5,1,0,-0.5,1
COc1ccccc1-n1cc2ccc([N+](=O)[O-])cc2n1,-7,-4,-2,1,4,-2,27,1.2,-1
CC(C)Cn1c(N)c(C(=O)CSc2nc3ccccc3n2C)c(=O)n(C)c1=O,-1,0,-7,-2,-4,0,6,0.2,0
Cn1nccc1C(=O)NC(=S)Nc1sc2c(c1C#N)CCCCC2,-13,-5,-9,9,9,4,7,-2.6,5
CCOc1ccc(-c2cn(S(=O)(=O)c3cccc4nsnc34)nc2N)cc1,-10,7,-5,-15,-12,-4,36,3.8,13

# Next entries
canonical_smiles,proCasp3 act,PP1 counter,CTSL1 counter,PAFAH2 inh,procasp7 counter,TPT1 inh,AHR act,PP5 inh,core dimer inh
CC(=O)N1CCOc2ccc(S(=O)(=O)N3CCC(C(=O)NCc4ccc(C)cc4)CC3)cc21,6,-4,-5,-2,3,1,3,-0.7,-3
Cc1cccc(NC2=NCC(=O)N2CCc2ccccc2)c1,5,-1,1,2,-3,-1,0,-1.3,0
CCOc1ccc(N(C)S(=O)(=O)c2cc(-c3cc(C)no3)ccc2OC)cc1,10,0,-3,7,13,-3,1,0.8,8
COc1cc2c(cc1OC)C(c1ccccc1)CC2=O (stereo unspecified),1,-5,0,4,2,-4,1,0.2,1
COC(=O)C1CCN(C(=O)CN2C(=O)NC(CC(C)C)C2=O)CC1 (stereo unspecified),3,/,/,-5,5,/,1,/,/
Clc1ccc2[nH]c(-c3ccccc3)cc2c1,-11,2,5,-3,5,-1,115*,5.7,4
CS(=O)(=O)N1CCN(c2ccccc2F)CC1,7,-2,-2,-11,1,-3,2,0.6,-7
CC(C)c1cc(NCc2ccccn2)n2c(nc3ccccc32)c1C#N,2,-1,1,7,4,-2,4,1.0,2
CCCCNC(=S)N(C)N=C1CCC(c2ccccc2)CC1 (stereo unspecified),1,1,0,2,0,-2,0,0.1,0
CCOC(=O)C1CCCCN1Cc1cc(Cl)ccc1O (stereo unspecified),7,-5,-5,9,4,-1,-3,1.6,-2
O=C(O)CCN1C(=O)c2ccc(NC(=O)c3ccco3)cc2C1=O,4,5,2,4,7,5,-1,0.5,1
CC1(C)CC(NC(=O)c2cc(S(=O)(=O)N3CCOCC3)ccc2Cl)CC(C)(C)N1,-7,/,/,4,-7,/,1,/,/
O=C(O)c1ccc(COc2ccccc2/C=C2\NC(=O)N(Cc3ccc(F)cc3)C2=O)cc1,-6,3,4,-10,-9,0,0,3.3,4
CCC(C)NC(=O)CO/N=C/c1ccccc1OC(F)F (stereo unspecified),5,1,-4,-4,1,0,16,1.6,-5
Cc1cccc(C(C)C)c1NC(=O)COC(=O)c1cccc(S(=O)(=O)N2CCc3ccccc3C2)c1,1,-1,1,-2,1,-3,0,1.2,26
OCCN(CCO)CC(O)COc1ccc(Br)cc1 (stereo unspecified),-7&-16,-3&-2,-9&5,2,3&1,-4&2,-4&-1,9.1&1.4,-3&-2
Cc1n(CC(O)COCc2ccccc2)c2ccccc2[n+]1C (stereo unspecified),-1,-6,-4,5,-8,-2,0,0.7,5
Cc1ccc(/C=C/c2nnc(-c3cccc(C)c3)o2)cc1,-2,1,-1,2,-3,0,2,2.9,-10
Cn1c(=O)c2c(nc(N/N=C/c3cccnc3)n2Cc2ccccc2)n(C)c1=O,-4,1,4,9,-8,-8,36,2.0,-5
Cc1ccc(C(=O)O/N=C/c2c(C)nn(C)c2Cl)cc1,-2,-3,0,7,2,0,-1,-3.2,-1

# The listing continues:
canonical_smiles,proCasp3 act,PP1 counter,CTSL1 counter,PAFAH2 inh,procasp7 counter,TPT1 inh,AHR act,PP5 inh,core dimer inh
Nc1c(C(=O)c2cccs2)sc2nsc(SCCN3CCCCC3)c12,-23,-4,4,19,-26,68*,25,-3.7,-14
Cc1noc(C)c1C(=O)Nc1sc2c(c1C(N)=O)CCC2,3,-1,7,0,-11,-6,26,0.5,5
O=C(O)C1CCCN1c1ncnc2c1oc1ccccc12 (stereo unspecified),-4,-5,0,2,3,-3,6,3.5,-5
CC1CC(C)CN(S(=O)(=O)c2ccccc2[N+](=O)[O-])C1 (stereo unspecified),-2,-1,7,-8,0,-3,-1,-2.9,-2
Clc1ccccc1Cc1noc(CN2CCCCC2CCc2ccccn2)n1 (stereo unspecified),8,1,0,2,5,1,2,-0.1,8
O=C(CCC(=O)OCC(=O)c1ccc([N+](=O)[O-])cc1)Nc1ccccc1Cl,-21,-1,-12,3,-20,-4,0,0.3,0
O=C(CNS(=O)(=O)c1ccccc1)N/N=C/c1ccncc1,-1,-6,/,-3,-5,/,1,-2.5,/
Clc1c(CSc2nc3ccccc3o2)nc2ccccn12,6,-1,-1,-4,6,1,16,-1.0,2
Cc1coc2c1c(C)cc1oc(=O)c(CC(=O)NCC(=O)N[C@H](C(=O)O)C(C)C)c(C)c12,0,3,1,2,-2,0,0,1.8,5
